From PubChem
TTR transcr act: TTR transcription activation, primary screen; actives 1.3% (n = 92,000); AID 1117267; activation, % at 16.7 µM; SH-SY5Y TTR promoter Gaussia luciferase, luminescence; 100% = recombinant luciferase protein wells;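 active = activation above the mean of all tested compounds plus 3 SD, cut at about 9.5% in these data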;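 also: cells exposed to compounds for one day before reading; 0% = median of all test compound wells on the plate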
Active calls of the source: *. Not all compounds are listed. The share of hits here may be higher or lower than overall.

TTR transcr act | Compound
2.0 | CSCCC(NC(=O)c1ccco1)C(=O)N1CC(C)OC(C)C1 (stereo unspecified)
0.9 | CCC(C(=O)NC1CC(C)(C)NC(C)(C)C1)c1ccccc1 (stereo unspecified)
-1.6 | CCc1cc2c(NCc3ccccc3)nc(C)nc2s1
-1.2 | CCN(CC)S(=O)(=O)c1ccc(NC(=O)c2cccc3c2C(=O)N(CCOC)C3)cc1
5.0 | CCn1cc([N+](=O)[O-])c(C(=O)Nc2c(C)nn(Cc3cccc(F)c3)c2C)n1
0.6 | COC(=O)c1c(-c2ccc(OC)cc2)oc2ccccc12
-2.3 | CC(OC(=O)c1ccc(NC(=O)CC#N)cc1)C(=O)NC(=O)NC1CCCCC1 (stereo unspecified)
-0.8 | COc1ccccc1NC(=O)CN1CC(=O)Nc2ccccc21
-0.8 | Cc1cc(C)n(CC(=O)NNC(=O)c2ccc(S(C)(=O)=O)cc2)n1
-4.5 | CCCC(=O)Nc1nc(C)c(-c2csc(Nc3ccc(Cl)cc3)n2)s1
-1.6 | CC(=O)c1ccc(NC(=O)N2CCCC(C(=O)c3ccc4c(c3)OCO4)C2)cc1 (stereo unspecified)
6.5 | COc1ccccc1OCC(=O)NC1CCSc2ccccc21 (stereo unspecified)
-0.7 | COCCCN(CC(=O)Nc1ccc(N2CCOCC2)cc1)S(=O)(=O)c1ccccc1
-0.6 | Cc1ccc(NC(=O)C2CCCN(c3cnccn3)C2)c(C)c1 (stereo unspecified)
-1.5 | COc1ccc(/C=N/NC(=O)c2nn(-c3ccc(C)c(C)c3)c(=O)c3ccccc23)cc1
-1.9 | Cc1ccc2nc(N3C(=O)C(O)=C(C(=O)c4ccco4)C3c3ccc(O)cc3)sc2c1 (stereo unspecified)
-2.2 | CC1CC1C(=O)OCC(=O)NC(=O)c1ccc(C(C)(C)C)cc1 (stereo unspecified)
0.2 | O=C(CNC(=O)c1ccc(Br)o1)Nc1ccccc1
0.1 | CC(=O)COC(=O)C1CCN(S(=O)(=O)c2cc([N+](=O)[O-])ccc2Cl)CC1
1.7 | COc1ccc(CCN2C(=O)N(c3ccc(OC)cc3)C(=O)C2CC(=O)Nc2ccccc2)cc1 (stereo unspecified)
0.7 | CCOC(=O)C1C(=O)C=C(c2ccc([N+](=O)[O-])cc2)CC1c1ccccc1 (stereo unspecified)
0.6 | COc1ccc(NC(=O)CSc2nnc(C3CCCCC3)n2N)cc1
-1.1 | CC(C)(CC(=O)O)CC(=O)Nc1cc(C(F)(F)F)cc(C(F)(F)F)c1
0.5 | CC(C)(C)c1ccc(NC(=O)NCc2ccco2)cc1
1.2 | COc1ccc(NC(=O)Cn2c(-c3ccccc3)cn(-c3ccc(C)cc3)c2=O)cc1
-1.6 | COc1ccccc1NC(=O)C1CC(C)OC1=O (stereo unspecified)
0.2 | Cc1nc(N/N=C/c2cccnc2)cc(N2CCOCC2)n1
0.3 | CC(=O)Nc1cccc(C(=O)N2CCN(S(=O)(=O)Cc3ccccc3)CC2)c1
-6.3 | O=[N+]([O-])c1ccc(-n2nnnc2-c2ccccc2)c([N+](=O)[O-])c1
-0.1 | CCCCc1cc(=O)oc2cc(OCC(=O)N(CC)CC)ccc12

More results follow:
TTR transcr act | Compound
-1.4 | CC(=N)c1c(O)cc(C)oc1=O
1.4 | Cn1c(=O)n(CC(=O)O)c(=O)c2c1nc1n2CCCN1CCc1ccccc1
-2.5 | CC1(C(=O)NS(=O)(=O)c2ccccc2Cl)CCN1C(=O)Cc1ccccc1Cl (stereo unspecified)
1.4 | COCCNC(=S)N/N=C/c1c(C)[nH]c2ccccc12
-2.7 | CCOC(=O)C(=O)Nc1ccccc1C(=O)OC
-2.2 | O=C(C1CCCC1)N1CCC(CO)(Cc2ccccc2Cl)CC1
-1.5 | Cc1nc([N+](=O)[O-])cn1CC(O)c1ccccc1 (stereo unspecified)
-3.0 | COc1ccc(N2CCN(C(=O)C3CCC(Cn4c(=S)[nH]c5ccccc5c4=O)CC3)CC2)cc1 (stereo unspecified)
-2.1 | Cc1ccc(Nc2nc(N)c([N+](=O)[O-])c(NCCO)n2)cc1C
23* | CCN(CC)C(=O)C1=C(C)N(Cc2ccc(OC)cc2)C(=O)C(CC(=O)NCc2cccs2)C1 (stereo unspecified)
4.8 | Cc1ccc(C)c2[nH]c(=O)c(CCNS(=O)(=O)c3ccccc3)cc12
-2.4 | Cc1ccc(NC(=O)CCn2nnc3ccccc32)c(C)c1
0.5 | O=c1c2ccccc2nnn1CCc1ccccc1
-0.9 | CC1(C)CC(=O)C([N+](=O)[O-])=C(NCCCC(=O)O)C1
-2.5 | CC(C)Cn1c(SCC(=O)NCc2ccco2)nnc1-c1ccncc1
-0.6 | Cc1ccc(C)c(NC(=S)NC(=O)c2cncc(Br)c2)c1
3.9 | O=C(O)CCC(=O)N1CCN(S(=O)(=O)c2cccs2)CC1
-1.6 | CC(=O)N1CCN(c2ccccc2NC(=O)c2ccc(C#N)cc2F)CC1
0.2 | Cn1c(-c2cccc([N+](=O)[O-])c2)cnc1NCc1cccc([N+](=O)[O-])c1
-1.0 | CC(C)NC(=O)c1onc(CSc2ccc(F)c(F)c2)c1C(=O)NC(C)C
-1.4 | Cc1cccc(NC(=O)Cn2nc([N+](=O)[O-])c(Br)c2C)n1
-1.2 | COc1ccccc1C(=O)Nc1nnc(-c2ccc3c(c2)CCCC3)o1
5.0 | CCn1c(SCC(=O)N/N=C/c2ccc(O)c(OC)c2)nc2ccccc21
-1.3 | N#C/C(=C/c1ccccc1[N+](=O)[O-])C(=O)NCc1ccco1
-0.3 | CCOc1ccc(NC(=O)C(C)Oc2ccc(C#N)cc2)cc1S(=O)(=O)N1CCCC1 (stereo unspecified)
-3.8 | CCN(CC(=O)Nc1cc(Cl)ccc1C)C(=O)C1CCN(c2ncnc3sc(C)c(C)c23)CC1
4.6 | Cc1ccccc1-n1nc2c(c1NC(=O)c1c(-c3ccccc3Cl)noc1C)CS(=O)(=O)C2
-2.1 | CCOC(=O)c1ccc(NS(=O)(=O)c2cc(C)ccc2OC)cc1
2.1 | Cc1ccc(NS(=O)(=O)c2ccc(C)c(C(=O)N3CCOCC3)c2)cc1
-0.2 | O=C(CCCCn1c(=O)[nH]c2ccccc2c1=O)NC1CCN(Cc2ccccc2)CC1

(cont.)
TTR transcr act | Compound
-0.7 | COc1ccc2nc(SCC(=O)Nc3c(C)cccc3C)[nH]c2c1
-1.6 | COc1ccc(C2C(C(C)=O)=C(O)C(=O)N2CCc2c[nH]c3ccccc23)cc1 (stereo unspecified)
0.6 | CCN1C(=O)[C@H]2[C@H]3CN=C(SCc4ccccc4)N3[C@@](CC)(C(=O)OC)[C@H]2C1=O
0.8 | CCn1cc(CN(C)C(=O)/C=C/c2ccc([N+](=O)[O-])cc2)c(C)n1
1.8 | CCOc1cc(NC(=O)c2cccs2)c(OCC)cc1NC(=O)c1cccnc1
2.1 | O=C(Nc1ccc2c(c1)OCO2)Nc1cnccn1
0.1 | Brc1ccc2c(c1)[C@H]1OCC[C@H]1[C@@H](c1cccs1)N2
0.2 | CCOC(=O)C1CCN(c2ncnc3nc[nH]c23)CC1
3.4 | NC(Cc1ccc(O)cc1)c1cn([C@@H](CCC(=O)O)C(=O)N2CCNCC2)nn1 (stereo partly specified)
3.2 | CC(C)C[C@@H](COCc1ccc([N+](=O)[O-])cc1)N1CCN(C(=O)c2ccc(C(F)(F)F)cc2)CCC1=O
0.2 | CCOC1=C2CN(S(=O)(=O)c3ccc(C)cc3)[C@H](c3ccccc3)C[C@@H]2N(S(=O)(=O)c2ccccc2C)[C@H](c2ccccc2)C1
2.7 | O=C(Cn1nc2n(c1=O)-c1ccccc1SC2)N/N=C/c1cccs1
-1.7 | CCC(C)NC(=O)c1ccc(CSCc2ccccc2Cl)o1 (stereo unspecified)
1.0 | CCOC(=O)c1c(NC(=O)CN2C(=O)NC3(CCC(C)CC3)C2=O)sc(C)c1CC (stereo unspecified)
-0.6 | Cc1ccc(C(=O)Cn2c3[n+](c4ccccc42)CC(O)CS3)cc1 (stereo unspecified)
-0.8 | COc1ccccc1CNC(=O)c1cc(-c2ccccc2)nn1CC1CC(c2cccc([N+](=O)[O-])c2)=NO1 (stereo unspecified)
-0.7 | COc1ccc2c(c1)OC[C@H]1[C@H]2N2C(=O)CN(CCc3c[nH]c4ccccc34)C(=O)[C@@]2(C)[C@H]1c1ccccc1
2.8 | CN(C)CCN(Cc1ccco1)C(=O)c1oc2ccccc2c1NC(=O)COc1ccccc1
0.5 | CSC1=NCCN1C(=O)c1ccc(S(=O)(=O)N2CCOCC2)cc1
-2.2 | COc1ccc(S(=O)(=O)N2CCOCC2)c(C)c1C
0.7 | CCOc1ccc(-n2c(C)c3c(C)nnc(C)c3c2C)cc1
-3.5 | CC(O)[C@H]1CNCCN1CCc1cccc2ccccc12 (stereo partly specified)
0.3 | FC(F)(F)c1cnc(COc2ccc(Cl)cc2Cl)c(Cl)c1
-1.2 | CCC1CCCCN1CCCNC(=O)c1cn(CC)c2ccc(S(=O)(=O)N3CCc4ccccc4C3)cc2c1=O (stereo unspecified)
0.0 | O=C(Cc1cccs1)Nc1ccc(C(=O)O)cc1
9.4 | C#CC1(O)CC(C)NCC1(C)CCC#N (stereo unspecified)
1.0 | Cc1ccccc1Oc1ccc(NC(=O)C2CC=CCC2C(=O)O)cc1 (stereo unspecified)
-1.1 | Cc1c(N2C(=O)CSC2c2ccccc2)c(=O)n(-c2ccccc2)n1C (stereo unspecified)
-1.1 | CC1CCC2(CC1)NC(=O)N(CC(=O)Nc1cc(S(=O)(=O)N3CCCC3)ccc1Cl)C2=O (stereo unspecified)
-0.9 | CN1CCN(C(=O)C[C@H]2C[C@H]3c4cc(NC(=O)NC5CCCCC5)ccc4O[C@H]3[C@@H](CO)O2)CC1

Carrying on:
TTR transcr act | Compound
0.5 | Cc1cccc(C(=O)OCC(=O)N2CCCCCC2)c1
0.7 | CC(C)C(=O)N1CCCC1(C)C(=O)NCc1ccc(Cl)cc1 (stereo unspecified)
2.4 | Cc1cc(C)n(CC(=O)NCCC2=CCCCC2)n1
0.3 | CCc1cccc(CC)c1NC(=O)CSc1nnc(C(C)C)n1CC
-0.1 | O=C(O)COc1ccc(C(=O)c2ccccc2)cc1
4.3 | COc1ccc(C(CNC(=O)COc2ccc(F)cc2Br)N2CCCC2)cc1 (stereo unspecified)
8.0 | Fc1ccc(COc2ccccc2CNc2nn[nH]n2)cc1
0.9 | Nc1nc(SCc2ccccn2)c2ncn(C3OC(CO)C(O)C3O)c2n1 (stereo unspecified)
-3.9 | CCn1c(SCC(=O)N/N=C/c2c[nH]c3ccccc23)nnc1-c1ccc(C(C)(C)C)cc1
1.2 | CCOC(=O)C1(C)CCCN1C(=O)c1ccc(C(F)(F)F)nc1C (stereo unspecified)
0.8 | O=C(c1cccc(C(=O)N2CCC(O)(c3ccccc3)CC2)c1)N1CCC(O)(c2ccccc2)CC1
3.0 | CN1CCN(C(=O)c2cc(Cl)cc(Cl)c2NC(=O)c2ccco2)CC1
0.8 | CCOc1ccc(N(C(=O)c2ccccc2Cl)C2=NC(C)(C)CS2)cc1
-0.6 | CSc1ccccc1NC(=O)CN(C)CC(=O)Nc1ccc(Cl)cc1F
-1.0 | Cc1cc(NC(=O)COC(=O)c2c(C)c(C)c(C)c(C)c2C)no1
2.4 | O=c1c2nnn(Cc3ccccc3)c2ncn1-c1ccccc1
3.9 | CCOC(=O)Cc1cnc(NC(=O)CSc2nc(N)cc(N)n2)s1
-0.2 | O=C(O)c1ccc(NCc2cccs2)cc1
0.9 | O=C(Cn1c(-c2cncs2)nc2ccccc21)NCCc1ccccc1
-1.4 | O=S1(=O)N[C@H](Cc2ccccc2)COc2cccc(F)c21
0.6 | COC(=O)c1cccc(NC(=S)Nc2cccc(Cl)c2Cl)c1
4.3 | Cc1ccc(S(=O)(=O)N2[C@@H](c3ccccc3)C(C(=O)O)=CC[C@H]2c2cccc(Cl)c2)cc1
0.1 | COc1ccc(OCC(=O)NCCNC(=O)c2ccncc2)cc1
-2.2 | O=C(c1ccc(N2CN(C(=O)c3ccco3)c3nc4ccccc4nc32)cc1)N1CCOCC1
-1.2 | CC(SCc1ccccc1)C(=O)NN=C1CCN(C)CC1 (stereo unspecified)
-2.1 | CCOC(=O)NC(Nc1ncccn1)(C(F)(F)F)C(F)(F)F
0.8 | COc1ccc(C(C(=O)NC(C)(C)C)N(CCc2ccc(OC)c(OC)c2)C(=O)CCC(=O)Nc2cc(C)on2)cc1 (stereo unspecified)
0.1 | c1cnc2c(c1)ncc1cscc12
-0.1 | COc1ccc(/C=N/NC(=O)CSc2n[nH]c(=O)[nH]c2=O)cc1
